# RNase H inhibition: RNase H inhibition, HIV 1 Gag Pol polyprotein, FRET biochemical assay, screening (AID 372) | inhibition, % at 10 µM, or IC50 in µM where a hit was titrated | HIV-1 RT RNase H, FRET RNA/DNA substrate fluorescence; higher % means a stronger effect | actives 0.77% (n = 100,000); in the data active = inhibition above about 50%
# Starred values were filed as active, the others as inactive. Only part of the results is shown; count on the stated rates, not on these rows.
no.	Structure	RNase H inhibition
1	COc1ccc(NC(=O)Nc2nnc(Sc3ccc(N(C)C)cc3)s2)cc1	17.0%
2	COc1ccc2c(c1)c(/C=C/c1nc3ccccc3c(=O)n1-c1ccccc1[N+](=O)[O-])c(C)n2C	1.0%
3	C=CCn1c(SCC(=O)O)nc2sc3c(c2c1=O)CCC3	1.0%
4	O=C(Nc1ccc(Cl)c([N+](=O)[O-])c1)c1ccc(I)cc1	7.0%
5	c1ccc(-c2nnc(-c3ccccc3)c3nonc23)cc1	7.0%
6	O=C(N/N=C/c1cccc(Br)c1)c1ccc(O)cc1O	8.0%
7	O=C(Oc1ccc2c(Cl)c(C(=O)Nc3ccc(F)cc3)sc2c1)c1ccco1	0.0%
8	Nc1nonc1N=Cc1cc(Br)ccc1O	6.0%
9	Cc1cccc(NC(=O)COc2c(C)cc(Cl)cc2Cl)n1	13.0%
10	CC(C)(C)NCCOc1ccc(Cl)cc1	5.0%
11	CCN1C(=O)c2cccc3c(NC(=O)c4ccc(S(=O)(=O)N5CCCCCC5)cc4)ccc1c23	9.0%
12	CCNC(=O)c1ccccc1-c1ccccc1C(=O)O	13.0%
13	COc1cccc(OCCOCCN2CCN(C)CC2)c1	15.0%
14	Cc1ccc(-c2nc3ncccc3o2)cc1NC(=O)c1ccc([N+](=O)[O-])cc1	13.0%
15	Cc1c(Cl)cccc1-c1ccc(C(=O)Nc2ccc(S(N)(=O)=O)cc2)o1	23.0%
16	Cc1ccc(N=Cc2c(C(F)(F)F)[nH]n(-c3ccc([N+](=O)[O-])cc3)c2=O)cc1C	7.0%
17	Cc1cc(/C=C2\C(=O)NC(=O)N(C)C2=O)c(C)n1-c1cccc(F)c1	9.0%
18	Cc1ccc(C(=O)C[n+]2ccc3ccccc3c2)cc1	6.0%
19	Cc1ccc(S(=O)(=O)N(CC(=O)NCc2ccc(Cl)cc2)c2ccc(F)cc2)cc1	20.0%
20	C/C(=N\OCC(=O)N/N=C/c1ccc(C)cc1O)c1cccs1	18.0%
21	O=C(/C=C/c1ccccc1)NC(=S)Nc1cccc(Cl)c1	22.0%
22	CN(C)c1ccc(/C=N/NC(=O)COc2ccc(I)cc2)cc1	8.0%
23	CSc1nncn1/N=C/c1ccc([N+](=O)[O-])cc1	5.0%
24	CN(C)c1nc2ncn(Cc3ccccc3)c2c(=O)[nH]1	14.0%
25	COc1ccc(N(CC(=O)Nc2ccc(OC)c(OC)c2)S(C)(=O)=O)cc1	5.0%
26	CCc1cccc(NC2CC(=O)N(c3cccc(Cl)c3)C2=O)c1 (stereo not drawn)	11.0%
27	Cc1cc(C=C2C(=O)N(C)C(=S)N(C)C2=O)c(C)n1-c1ccc(F)cc1	22.0%
28	CS(=O)(=O)c1ccc2nc(NC(=O)c3cc([N+](=O)[O-])ccc3Cl)sc2c1	14.0%
29	COC(=O)C1=C(C)N(c2cccc(C)c2)C(=O)/C1=C\c1ccccc1[N+](=O)[O-]	6.0%
30	COc1cc(C(=O)Nc2ccccc2Br)cc(OC)c1OC	4.0%
31	CCOc1ccc(C(=O)Nc2cccc(-c3nc4cc(C)ccc4o3)c2)cc1[N+](=O)[O-]	9.0%
32	C=C(C)c1cccc(C(C)(C)NC(=O)NCCc2ccc(S(N)(=O)=O)cc2)c1	0.0%
33	CN(C(=O)c1ccccc1[N+](=O)[O-])c1ccccc1	18.0%
34	CCN(CC)CCCCCCOc1cc(C)ccc1C	5.0%
35	Cc1ccc(S(=O)(=O)NC(=O)Nc2ccc(Cl)c(Cl)c2)cc1	2.0%
36	CC1CCCN(C(=O)c2ccc([N+](=O)[O-])o2)C1 (stereo not drawn)	1.0%
37	CCOC(=O)c1c(C)[nH]c(N=Nc2ccc(C)cc2)c1C	16.0%
38	O=C(COc1ccc2ccccc2c1)NCC1CCCO1 (stereo not drawn)	8.0%
39	O=C(Nc1sc2c(c1C(=O)Nc1ccccn1)CCCCC2)c1ccccc1	6.0%
40	CCN(CC)CCCCOc1ccccc1F	0.0%
41	COc1ccc(-n2cnc3cc(NC(=O)c4ccccc4)ccc32)cc1	4.0%
42	CCCCCCSc1nc(O)cc(=O)n1C	15.0%
43	CCOC(=O)C1=C(C)N=c2s/c(=C\c3cc(OC)c(OC)cc3[N+](=O)[O-])c(=O)n2C1c1ccc(SC)cc1 (stereo not drawn)	19.0%
44	Cc1ccc(C(=O)O)cc1N=Cc1c(C)[nH]n(-c2ccc(Cl)cc2)c1=O	0.0%
45	O=[N+]([O-])c1cccc(-c2ccc(C(=S)N3CCN(c4ccc(F)cc4)CC3)o2)c1	14.0%

# 3 entries from above, as labelled records.
31	CCOc1ccc(C(=O)Nc2cccc(-c3nc4cc(C)ccc4o3)c2)cc1[N+](=O)[O-]
  RNase H inhibition: 9.0%
38	O=C(COc1ccc2ccccc2c1)NCC1CCCO1 (stereo not drawn)
  RNase H inhibition: 8.0%
37	CCOC(=O)c1c(C)[nH]c(N=Nc2ccc(C)cc2)c1C
  RNase H inhibition: 16.0%

# The listing continues.
no.	Structure	RNase H inhibition
46	COc1ccc(-c2nnc(-c3cccs3)o2)cc1OC	0.0%
47	Cc1cc(OCC(=O)Nc2ccc(O)c(-c3nc4ccccc4o3)c2)ccc1Cl	37.0%
48	Cc1cc(C)cc(NC(=O)c2ccc(Br)cc2)c1	3.0%
49	COc1ccc(NC(=O)C2C(C(=O)O)C3C=CC2C32CC2)cc1 (stereo not drawn)	8.0%
50	O=C(CSc1nc(O)c(Cc2ccccc2)c(=O)n1-c1ccccc1)Nc1nc2ccccc2s1	10.0%
51	O=C(N/N=C/c1ccc(OC(=O)c2ccc(Br)cc2)cc1)c1cccc([N+](=O)[O-])c1	50.0%*
52	O=C1/C(=C\c2ccc(Cl)c(Cl)c2)SC(=S)N1Cc1ccccc1	5.0%
53	Cc1cc(C)c(C)c(OCCCCCN2CCCC2)c1	0.0%
54	O=C1NC(=S)N(c2cccc(Cl)c2Cl)C(=O)/C1=C/c1cccs1	9.0%
55	Cc1cccc(C)c1NC(=O)CN(c1cccc([N+](=O)[O-])c1)S(=O)(=O)c1ccccc1	16.0%
56	C=C(C)COc1ccc2c(C)cc(=O)oc2c1	0.0%
57	Cc1ccc(Cl)cc1NC(=O)COc1ccc(Br)cc1Cl	7.0%
58	Cc1ccc2cc(NC(=O)c3cccc(F)c3)ccc2n1	10.0%
59	COc1ccc(NC(=O)/C=C/c2ccc(C(C)C)cc2)cc1	0.0%
60	COc1cccc(-c2nc3ncc(Br)cc3[nH]2)c1OC	2.0%
61	COc1ccc(C(=O)NC(=S)Nc2ccccc2)cc1Cl	16.0%
62	Cc1ccc(C=C2C(=O)N(C)C(=O)N(C)C2=O)cc1	8.0%
63	COc1ccc(-c2nc3cc(NC(=O)COc4ccc5ccccc5c4)ccc3o2)cc1OC	9.0%
64	Cc1ccc(C(=O)Nc2cc(-c3ccc(F)cc3)[nH]n2)cc1	4.0%
65	O=c1oc(-c2cccc(F)c2)nc2ccc(-c3ccc4nc(-c5cccc(F)c5)oc(=O)c4c3)cc12	1.0%
66	CC(=O)c1ccc(NC(=O)c2ccc(CN(c3ccccc3)S(C)(=O)=O)cc2)cc1	34.0%
67	CCCCOc1ccc(C=O)cc1OCC	0.0%
68	COc1cc(Br)c(/C=C2\C(=O)NC(=S)N(c3cccc(Cl)c3)C2=O)cc1OC	1.0%
69	Cc1cc(/C=N\Nc2ccc([N+](=O)[O-])cn2)c(C)n1-c1ccc(C(=O)O)cc1	17.0%
70	Cc1cc(C)c(C2=NN(c3ccccc3)CC2)c(C)c1	16.0%
71	CCCCn1c2ccccc2c2cc(CC(N)=O)ccc21	16.0%
72	CCCCc1nc2ccccc2n1Cc1ccccc1	30.0%
73	Cc1cc(-c2cc(C)c3ccccc3n2)nc2ccccc12	7.0%
74	CCCCc1ccc(NC(=O)c2ccc(Cl)c(Cl)c2)cc1	5.0%
75	COc1ccccc1OCC(=O)Nc1ccccc1C(=O)O	4.0%
76	CC1(C)CC(=O)C2=C(C1)OC1=C(C(=O)CC(C)(C)C1)C2c1cccc2ccccc12	2.0%
77	CC(=O)Nc1ccc(C(=O)NNC(=O)Cc2ccc(Cl)cc2)cc1	8.0%
78	CCn1c2ccccc2c2cc(C=Nc3ccc(C(N)=O)cc3)ccc21	7.0%
79	O=C(Nc1cc([N+](=O)[O-])ccc1F)c1ccc(-c2ccc(Br)cc2)o1	0.0%
80	O=C(/C=C/c1ccccc1)Nc1ccc(C(=O)O)cc1	7.0%
81	CCc1cc2c(NCCc3ccc(OC)c(OC)c3)ncnc2s1	5.0%
82	COc1cccc(N2C(=O)C=CC2=O)c1	4.0%
83	S=C(NCc1ccco1)Nc1ccccc1	8.0%
84	O=c1c(C2NCCC3(O)CCCCC23)coc2ccc(Cl)cc12 (stereo not drawn)	9.0%
85	O=C1NC(=S)N/C1=C/c1ccc(Oc2ccc(C(F)(F)F)cc2[N+](=O)[O-])c(Cl)c1	17.0%
86	CCOc1ccc(-c2n[nH]c(=S)n2-c2ccccc2)cc1	5.0%
87	CC(=O)N=c1cccc(NC(C)=O)n1O	19.0%
88	O=C(N/N=C/C(Br)=C/c1ccccc1)c1cc(Br)ccc1O	16.0%
89	CCOC(=O)c1c(-n2c(C)cc(/C=C(/C#N)C(=O)Nc3cccc(OCC)c3)c2C)sc2c1CCCC2	22.0%
90	O=C1C(=O)N(CCO)C(c2cccc(F)c2)/C1=C(\O)c1ccc(Br)cc1 (stereo not drawn)	7.0%
91	CCN1CCN(S(=O)(=O)c2cc(Cl)ccc2Cl)CC1	0.0%
92	COc1ccc(OCCOc2cccc(/C=C3\SC(=S)N(C)C3=O)c2)cc1	15.0%
93	O=C(O)c1cccc(NC(=O)c2ccc(COc3ccc(Cl)cc3)cc2)c1	10.0%
94	CC(=O)Nc1ccc(NC(=O)c2ccc(C(=O)Nc3ccc(NC(C)=O)cc3Br)cc2)c(Br)c1	17.0%
95	COc1ccc(C(=O)Nc2ccc(C(=O)O)cc2)cc1	6.0%
96	CC1=NN(c2ccc(C)c(C)c2)C(=O)/C1=C/c1ccc(-c2ccc(Cl)c(C(=O)O)c2)o1	8.0%
97	O=C(Nc1ccc(Cl)c(Cl)c1)c1ccccc1C(F)(F)F	5.0%
98	O=C(N/C(=C/c1ccc(Br)cc1)C(=O)N1CCCC1)c1cccs1	0.0%
99	COc1cccc(COc2ccc3c(C)c(C)c(=O)oc3c2C)c1	15.0%
100	COc1cc(Cl)cc(/C=N\NC(=O)C2COc3cc4ccccc4cc3O2)c1O (stereo not drawn)	12.0%
101	Nc1nnc(COc2ccccc2F)s1	6.0%
102	COc1cccc(C2C(C#N)=C(N)Oc3cc(N)ccc32)c1OC (stereo not drawn)	1.0%
103	O=C(NC(=S)Nc1ccc(N2CCOCC2)c(Cl)c1)c1ccccc1Br	3.0%
104	O=C(c1ccco1)N1CCN(CCN2C(=O)c3cccc4cccc(c34)C2=O)CC1	15.0%
105	O=C(COc1cc(Cl)ccc1Cl)Nc1ccccc1F	6.0%

# Look-ups from the entries so far:
# cpd 104 | RNase H inhibition: 15.0%
# cpd 103 | RNase H inhibition: 3.0%
# cpd 95 | RNase H inhibition: 6.0%
# cpd 91 | RNase H inhibition: 0.0%

# Other entries:
no.	Structure	RNase H inhibition
106	O=C1C(=O)N(Cc2ccc3c(c2)OCO3)C2C=CC=CC12 (stereo not drawn)	6.0%
107	O=C1NC(=S)N(c2cccc(Cl)c2Cl)C(=O)/C1=C/c1ccc2c(c1)OCO2	6.0%
108	CCOC1CC(c2ccccc2)=NN1c1ccccc1 (stereo not drawn)	13.0%
109	Cc1cccc(NC(=O)C2C(c3ccccc3)=C2c2ccccc2)c1C	12.0%

# Filtered by structure, the compounds so far with bromine
no.	Structure	RNase H inhibition
6	O=C(N/N=C/c1cccc(Br)c1)c1ccc(O)cc1O	8.0%
8	Nc1nonc1N=Cc1cc(Br)ccc1O	6.0%
30	COc1cc(C(=O)Nc2ccccc2Br)cc(OC)c1OC	4.0%
48	Cc1cc(C)cc(NC(=O)c2ccc(Br)cc2)c1	3.0%
51	O=C(N/N=C/c1ccc(OC(=O)c2ccc(Br)cc2)cc1)c1cccc([N+](=O)[O-])c1	50.0%*
57	Cc1ccc(Cl)cc1NC(=O)COc1ccc(Br)cc1Cl	7.0%
60	COc1cccc(-c2nc3ncc(Br)cc3[nH]2)c1OC	2.0%
68	COc1cc(Br)c(/C=C2\C(=O)NC(=S)N(c3cccc(Cl)c3)C2=O)cc1OC	1.0%
79	O=C(Nc1cc([N+](=O)[O-])ccc1F)c1ccc(-c2ccc(Br)cc2)o1	0.0%
88	O=C(N/N=C/C(Br)=C/c1ccccc1)c1cc(Br)ccc1O	16.0%
90	O=C1C(=O)N(CCO)C(c2cccc(F)c2)/C1=C(\O)c1ccc(Br)cc1 (stereo not drawn)	7.0%
94	CC(=O)Nc1ccc(NC(=O)c2ccc(C(=O)Nc3ccc(NC(C)=O)cc3Br)cc2)c(Br)c1	17.0%
98	O=C(N/C(=C/c1ccc(Br)cc1)C(=O)N1CCCC1)c1cccs1	0.0%
103	O=C(NC(=S)Nc1ccc(N2CCOCC2)c(Cl)c1)c1ccccc1Br	3.0%

# Assay outcomes: PubChem BioAssay, MTDP
